Screening data from PubChem BioAssay.
MrgX1 PAM = allosterically activates human MrgX1 receptor signaling; B-score at 10 µM; MrgX1-HEK293, Fluo-4 calcium flux, FDSS; active compounds read high; AID 588675; 310,000 tested, 0.63% active; Q96LB2;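 active means plate-corrected calcium response at least 3 library SD above typical, normal starting fluorescence, not activating the receptor alone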;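 further: compound read alongside a low EC10 to EC30 dose of BAM8-22 agonist; peak minus trough fluorescence over baseline measured at the second addition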
Target sequence (Q96LB2 whole entry, looked up): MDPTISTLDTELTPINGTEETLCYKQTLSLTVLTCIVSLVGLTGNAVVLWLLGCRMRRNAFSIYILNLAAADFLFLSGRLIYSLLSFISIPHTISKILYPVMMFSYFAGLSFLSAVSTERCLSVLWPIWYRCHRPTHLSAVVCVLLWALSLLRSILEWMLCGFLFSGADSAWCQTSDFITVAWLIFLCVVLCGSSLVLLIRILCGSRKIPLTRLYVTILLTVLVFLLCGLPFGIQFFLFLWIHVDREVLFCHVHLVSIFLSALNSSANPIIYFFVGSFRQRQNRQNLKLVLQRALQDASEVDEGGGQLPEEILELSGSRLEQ
TRPC6 act = mouse TRPC6 channel activation | 310,000 tested, 0.13% active | AID 2550 | B-score at 10 µM | HEK293-TRPC6 membrane potential dye fluorescence; active compounds read high;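 active means B-score of the integrated fluorescence ratio above library mean plus 3 SD, and starting fluorescence ratio within library mean plus 5 SD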;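 further: higher score means more depolarization so channel activation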
TRPC4 potent = allosteric potentiators of mouse TRPC4 channel; Q9QUQ5; HEK293 TRPC4beta/mu-opioid, DAMGO EC20, Fluo-4 Ca2+ flux; active compounds read high; B-score at 10 µM; 310,000 tested, 0.42% active; AID 2227;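 active means B-score of calcium response area above 5 SD of library B-scores, with initial fluorescence ratio within 5 SD of library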;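 further: B-score of integrated fluorescence ratio over time as area under calcium response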
ANO1 block = mouse TMEM16A channel inhibition, primary screen | HEK293 TMEM16A/YFP iodide influx fluorescence, ionomycin | 310,000 tested, 1.2% active | normalized B-score (activity score, 25-100; higher = stronger inhibition) at 10 µM | AID 588511;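 active means ratio plate-corrected score three or more library SD toward inhibition, starting fluorescence score within five deviations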;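 further: score derived from kinetic fluorescence span divided by baseline fluorescence per well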
TRPC6 inh = mouse TRPC6 channel inhibition. Q61143. HEK293-TRPC6, membrane potential dye, ACh-evoked depolarization; active compounds read low. B-score at 10 µM. 310,000 tested, 1.1% active. AID 2553;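 active means B-score under library mean minus 3 SD, initial fluorescence not abnormally high, positive integrated signal ratio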;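 further: B-score derived from integrated fluorescence ratio over the kinetic read; more negative B-score means stronger inhibition of depolarization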
ANO1 activ = activates or potentiates the mouse TMEM16A chloride channel; 340,000 tested, 0.3% active; Q8BHY3; HEK293 TMEM16A/YFP-H148Q/I152L, iodide quench fluorescence; active compounds read low; B-score at 10 µM; AID 623877;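 active means fluorescence-ratio B-score plate-corrected deviation score at least 3 library SD below zero, with starting fluorescence score within 5 deviations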;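 further: channel opened by trigger with iodide after compound preincubation; score built on the fluorescence ratio of max minus min over baseline; more negative score means more quench and so TMEM16A activation or potentiation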
MrgX1 ag = human MrgX1 receptor agonism, primary screen; MrgX1-HEK293 cells, Fluo-4 calcium fluorescence, agonist mode; active compounds read high; B-score at 10 µM; 310,000 tested, 0.44% active; AID 588627;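 active means calcium response B-score plate-corrected fluorescence ratio at least 3 library SD, with starting fluorescence B-score inside 5 SD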
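Assay system: stable human MrgX1 HEK293 cell line. Quantity: 15,000 cells per well. Schedule: cells plated overnight, dye loaded 0.5 h 37 °C, 0.5 h room temperature. Detection: Fluo-4 NW calcium-flux fluorescence, kinetic read. Read-out basis: peak-minus-minimum fluorescence over baseline, converted to B scores. Control set: positive and negative control wells on each plate.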
TRPC4 act = TRPC4 (mouse) channel activation. Q9QUQ5. HEK293 TRPC4beta/mu-opioid, Fluo4 calcium fluorescence; active compounds read high. B-score at 10 µM. 310,000 tested, 0.49% active. AID 2237;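 active means B-score above 5 SD of library B-scores, and initial fluorescence ratio not above library mean plus 5 SD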;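 further: positive B-score marks a calcium rise read as TRPC4 activation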
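Assay system: HEK293 stable line with TRPC4beta plus mu-opioid receptor; schedule: 45 min room-temperature Fluo4 loading, 110 s read; technique: kinetic Fluo4 calcium fluorescence; evaluation: integrated baseline-normalised fluorescence ratio, converted to per-well B score; controls: buffer (low) and maximal DAMGO (high)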
RGS4 block = human RGS4 inhibition; AID 463165; B-score at 10 µM; HEK293 M3R/RGS4 inducible, Fluo-4 calcium flux; active compounds read high; triggered by carbachol at its EC20; 310,000 tested, 0.45% active; P49798;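 active means B-score, a plate-corrected calcium signal, over three deviations above library mean, with baseline fluorescence within five deviations of library mean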;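 further: RGS4 expression induced by doxycycline in cells with stable M3 receptor; B-score is computed from the integrated fluorescence ratio over baseline after carbachol; higher B-score means a larger calcium signal and so more RGS4 inhibition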
Target sequence (P49798 whole entry, looked up): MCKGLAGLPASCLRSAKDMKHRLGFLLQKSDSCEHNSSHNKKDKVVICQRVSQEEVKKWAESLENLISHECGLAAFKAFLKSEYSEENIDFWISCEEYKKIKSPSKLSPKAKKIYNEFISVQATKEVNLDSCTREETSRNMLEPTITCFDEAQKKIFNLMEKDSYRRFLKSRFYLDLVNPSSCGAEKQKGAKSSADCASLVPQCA
MrgX1 antagonist = blocks BAM8-22 activation of human MrgX1 receptor. 310,000 tested, 1.3% active. B-score at 10 µM. MRGX1-HEK293 calcium flux, Fluo-4, BAM8-22 antagonism; active compounds read low. Q96LB2;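 active means calcium-response B-score plate-corrected more than 3 library SD below zero, starting fluorescence within 5 deviations, no agonist response on first addition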;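 further: peak minus trough fluorescence over baseline after final BAM8-22 challenge near maximal dose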
TRPC4 block = inhibitors of mouse TRPC4 channel | Q9QUQ5 | HEK293 TRPC4beta/mu-opioid, DAMGO-evoked Fluo4 calcium flux; active compounds read low | B-score at 10 µM | 300,000 tested, 0.39% active | AID 2247;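 active means B-score over 3 SD under the library average, no early fluorescence shift, positive overall ratio signal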
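Assay system: HEK293 cells with stable TRPC4beta plus mu-opioid receptor expression. Dosing: single dose. Measured by: Fluo4 Ca2+ flux fluorescence. Also added: DAMGO in two steps, submaximal then maximal. Read-out: B score from integrated Fluo4 fluorescence ratio.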
Starred values were filed as active, the others as inactive; i = inactive; x = not tested or not shown. Outcome played no part in choosing rows; any-hit rate near 5.8%.

SMILES	MrgX1 PAM	TRPC6 act	TRPC4 potent	ANO1 block	TRPC6 inh	ANO1 activ	MrgX1 ag	TRPC4 act	RGS4 block	MrgX1 antagonist	TRPC4 block
O=C(CN(Cc1ccccc1)C(=O)CSc1nnc(COc2ccccc2)o1)NC1CCCC1	i	i	i	i	i	i	i	i	i	i	i
CC(/C=N/NC(=O)c1cccs1)=C\c1ccccc1	i	i	i	i	i	i	i	i	i	i	i
O=C(CSc1nc(C2CC2)nc2ccccc12)Nc1ccccc1N1CCOCC1	i	i	i	i	i	i	i	i	i	i	i
COCCOC(=O)C1=C(C)N=C2SCCC(=O)N2C1c1ccc(C(=O)OC)cc1 (stereo not given)	i	i	i	i	i	i	i	i	i	i	i
Cc1ccccc1C(=O)Nc1ccc(N2CCCC2)cc1	i	i	i	i	i	i	i	i	i	i	i
CCOC(=O)CSCC(=O)Nc1ccc(S(=O)(=O)N2CCCCC2)cc1	i	i	i	i	i	i	i	i	i	i	i
CCOc1ccc(CN2CCNC(=O)C2CC(=O)NC2CCCCCC2)cc1 (stereo not given)	i	i	i	i	i	i	i	i	i	i	i
CC(C)CNS(=O)(=O)c1ccc(CCC(=O)NCc2cccnc2)cc1	i	i	i	i	i	i	i	i	i	i	i
O=C(Nc1ccc(Oc2ccccc2)cc1)c1ccc(Cn2c(=O)[nH]c3ccsc3c2=O)cc1	i	i	i	i	i	i	i	i	i	i	i
O=C(O)c1ccccc1N(c1ccccc1)c1ccccc1	i	i	i	i	i	i	i	i	i	i	i
Cc1ccnc(NC(=O)c2ccco2)n1	i	i	i	i	i	i	i	i	i	i	i
COC(=O)C(C(=O)OC)C(c1ccccc1)C(C(=O)c1ccccc1)[N+](=O)[O-] (stereo not given)	i	i	i	i	i	i	i	i	i	i	i
NC(=O)CC(NC(=O)Cc1cccc2ccccc12)c1ccc(NCC2CC2)c([N+](=O)[O-])c1 (stereo not given)	i	i	i	i	i	i	i	i	i	i	i
CCc1cccc(C)c1NC(=O)CN(C)Cc1ccccc1F	i	i	i	i	i	i	i	i	i	i	i
COC(=O)c1cnn(-c2nc(-c3ccccc3)cs2)c1N	i	i	i	i	i	i	i	i	i	i	i
CC(C#N)(Cc1ccccc1)Nc1ccccc1 (stereo not given)	i	i	i	i	i	i	i	i	i	i	i
COC(=O)c1cc(=O)n(Cc2cccs2)c(=Nc2ccc(F)cc2)s1	i	i	i	i	i	i	i	i	i	i	i
N=C1/C(=C\c2ccc(SCc3ccccc3)o2)C(=O)N=C2SC=NN12	8.72*	i	i	i	i	i	i	i	i	i	i
CCN(CC)C(=O)n1c(Cc2ccccc2)nc2ccccc21	i	i	i	i	i	i	i	i	i	i	i
CCCCN1C(=O)C2C3C=CC(C2C1=O)C1C2C(=O)N(CCCC)C(=O)C2C31 (stereo not given)	i	i	i	i	i	i	i	i	i	i	i

Part of the list above, reduced to TRPC6 act.
canonical_smiles,TRPC6 act
COC(=O)C(C(=O)OC)C(c1ccccc1)C(C(=O)c1ccccc1)[N+](=O)[O-] (stereo not given),i
NC(=O)CC(NC(=O)Cc1cccc2ccccc12)c1ccc(NCC2CC2)c([N+](=O)[O-])c1 (stereo not given),i

(list continues)
SMILES	MrgX1 PAM	TRPC6 act	TRPC4 potent	ANO1 block	TRPC6 inh	ANO1 activ	MrgX1 ag	TRPC4 act	RGS4 block	MrgX1 antagonist	TRPC4 block
Cc1ccc(C(=O)N/N=C2\CCSC2)cc1[N+](=O)[O-]	i	i	i	i	i	i	i	i	i	i	i
Cc1ccc(CSCCNC(=O)CSCc2ccc([N+](=O)[O-])cc2)cc1	i	i	i	i	i	i	i	i	i	i	i
COc1ccccc1N1CCN(C(=O)c2cc(-c3ccc(C)cc3)on2)CC1	i	i	i	i	i	i	i	i	i	i	i
Cc1cccc(C(=O)NC(=S)N2CCc3ccccc3C2)c1	i	i	i	i	i	i	i	i	i	i	i
Cn1c(=O)c(=O)n(C)c2cc(S(=O)(=O)N3CCCCCC3)ccc21	i	i	i	25*	i	i	i	i	i	i	i
O=[N+]([O-])c1ccc(O)c(C2=NNC(c3ccccc3F)C2)c1 (stereo not given)	i	i	i	100*	i	i	i	101*	i	i	-6*
COc1ccc(C2NC(=O)CCC2[N+](=O)[O-])cc1 (stereo not given)	i	i	i	i	i	i	i	i	i	i	i
O=C(Nc1cc(C(=O)N2CCCC2)ccc1N1CCCC1)C1CC1	i	i	i	i	i	i	i	i	i	i	i
CCSc1ncc(/C=N/Nc2ccccc2)n1C	i	i	i	i	i	i	i	i	i	i	i
COc1ccc(N2C(=O)CCC(C(C)=O)=C2C)cc1	i	i	i	i	i	i	i	i	i	i	i
CCCC1Cc2c(sc(N)c2C#N)CO1 (stereo not given)	i	i	i	i	i	i	i	i	i	i	i
CC(Cc1cccs1)N(Cc1ccc(Cl)cc1)C(=O)c1ccncc1 (stereo not given)	i	i	i	i	i	i	i	i	i	i	i
COc1ccc(OCCN(C)Cc2c(O)ccc3ccccc23)cc1	i	i	18*	i	i	i	i	i	i	i	i
O=[N+]([O-])c1ccccc1N=Nc1ccc(O)cc1	i	i	i	i	i	i	i	i	i	i	i
COc1ccccc1OCc1nc2ccccc2s1	i	i	i	i	i	i	i	i	i	i	i
CN(Cc1cc2ccccc2[nH]c1=O)C(=O)COc1ccccc1	i	i	i	i	i	i	i	i	i	i	i
COc1cc(OC)c(NS(=O)(=O)c2cn(C)cn2)cc1Cl	i	i	i	i	i	i	i	i	i	i	i
NC(=O)c1nsc(C(=O)N(CC(=O)NC2CCCCC2)c2ccc(Cl)cc2)c1N	i	i	i	i	i	i	i	i	i	i	i
Cc1nc(Nc2cc(F)ccc2C)c2nnn(Cc3ccccc3)c2n1	i	i	i	i	i	i	i	i	i	i	i
Cc1nn(Cc2c(F)c(F)c(F)c(F)c2F)c(C)c1NC(=O)c1ccc(COc2ccc(Cl)cc2Cl)o1	i	i	i	i	i	i	i	i	i	i	i
Oc1ccc(/C=N/n2c(-c3ccco3)csc2=Nc2cccnc2)c(O)c1	i	i	i	i	i	i	i	i	i	i	i
O=C(Cc1ccc([N+](=O)[O-])cc1)N1CCCCCC1	i	i	i	i	i	i	i	i	i	i	i
O=C(Nc1ccnn1C1CCN(Cc2cccc(OCCO)c2)CC1)C1CCCC1	i	i	i	i	i	i	i	i	i	i	i
Cc1noc(C)c1COc1ccc(C(=O)Nc2ccccc2)cc1	i	i	i	i	i	i	i	i	i	i	i
Cc1ccc(-c2cccc(OC(=O)c3ccccc3F)c2)cc1	i	i	i	i	i	i	i	i	i	i	i
CC(=O)NC(c1ccco1)c1ccc2cccnc2c1O (stereo not given)	i	i	i	i	i	i	i	i	i	i	i
O=C(COc1ccc(Br)cc1)N1CCN(c2ccccc2)CC1	i	i	i	i	i	i	i	i	i	i	i
Cc1ccc(CN2CC(C(=O)Nc3ccc(C)cn3)CC2=O)cc1 (stereo not given)	i	i	i	i	i	i	i	i	i	i	i
Cc1c(C(=O)NCCN2CCOC2=O)oc2c(F)cccc12	i	i	i	i	i	i	i	i	i	i	i
CC(C(=O)N1CCN(C=O)CC1)N1C(=O)c2ccccc2C1=O (stereo not given)	i	i	i	i	i	i	i	i	i	i	i
Cc1ccc(S(=O)(=O)N/N=C\c2ccc(C)o2)cc1	i	i	i	i	i	i	i	i	i	i	i
COCCN(C(=O)COC(=O)/C=C/c1ccc(C(F)(F)F)cc1)c1c(N)n(Cc2ccccc2)c(=O)[nH]c1=O	i	i	i	i	i	i	i	i	i	i	i
Nc1nonc1-n1nnc(C(=O)N/N=C/c2cc(Br)ccc2O)c1CNc1ccccc1	i	i	i	i	i	i	i	i	i	i	i
COC(=O)c1ccc2c(=O)[nH]c(COC(=O)CCC(=O)c3ccc(Cl)cc3)nc2c1	i	i	i	i	i	i	i	i	i	i	i
Cc1cc(C(=O)Nc2nccs2)c2cc(F)ccc2n1	i	i	i	i	i	i	i	i	i	i	i
COc1cccc(C2=NOC(C(=O)Nc3cccc(C(C)=O)c3)C2)c1 (stereo not given)	i	i	i	i	i	i	i	i	i	i	i
Cc1cc(N)nc(C)c1C#N	i	i	i	i	i	i	i	i	i	i	i
COc1cc2c(cc1OC)C(C)N(CC(=O)Nc1ccc(S(=O)(=O)N3CCCC3)cc1)CC2 (stereo not given)	i	i	i	i	i	i	i	i	i	i	i
CCOc1ccc(C(=S)N2CCCC2)cc1OC	i	i	i	i	i	i	i	i	i	i	i
Cc1ccc(S(=O)(=O)c2nc(-c3ccccc3)oc2SCC(=O)NCC2CCCO2)cc1 (stereo not given)	i	i	i	i	i	i	i	i	i	i	i
COc1cc(C2NC(=O)NC(c3ccccc3)=C2C(C)=O)c(Br)c(Br)c1O (stereo not given)	i	i	i	i	i	i	i	i	i	i	i
CN(C)c1cccc(C(=O)OCC(=O)Nc2ccccc2Sc2ccccc2)c1	i	i	i	i	i	i	i	i	i	i	i
Cc1ccc(S(=O)(=O)N2CCN(S(=O)(=O)c3ccc(C)cc3)C3OCCOC32)cc1 (stereo not given)	i	i	i	i	i	i	i	i	i	i	i
CCCOC1CCCN(C(=O)c2cc(COc3cncc(Cl)c3)on2)C1 (stereo not given)	x	i	i	x	i	i	x	i	i	x	i
Cc1ccc(Cc2cncc(O)c2)cc1S(=O)(=O)O	i	i	i	i	i	i	i	i	i	i	i
COCCCN(C(=O)c1cc2c(s1)CCCCC2)c1c(N)n(Cc2ccccc2)c(=O)[nH]c1=O	i	i	i	i	i	i	i	i	i	i	i
COc1cccc(CN(C(=O)COc2ccccc2[N+](=O)[O-])C2CCS(=O)(=O)C2)c1 (stereo not given)	i	i	i	i	i	i	i	i	i	i	i
Cc1ccc(/C=N/N2CCN(Cc3ccccc3)CC2)o1	i	i	i	i	i	i	i	i	i	i	i
